PI4K2A block: blocks human PI4K2A kinase activity. Q9BTU6. purified PI4K2A, ADP-Glo luminescence, 1 h; stronger effect = lower value. activity change, negative = inhibition, % at 76.9 µM. 0.13% of 420,000 active; in the data active means activity change below about -50%; inconclusive means mostly about -30% to -49%;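 further: -100% = wells without enzyme as full effect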
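Compounds are screened against recombinant PI4K2A using PI as substrate and ATP, the latter dispensed at 300 microM. Reactions run one hour at ambient temperature before ADP-Glo detection; full inhibition defined by wells lacking enzyme.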
HP1b binding inh: HP1-beta chromodomain-methylated histone interaction inhibition | AlphaScreen HP1-beta / biotin-H3K9me3 peptide binding | 0.56% of 390,000 active | AID 540317 | Potency, µM (titrated, usually from 114 µM), for inactives: at the highest dose activity change, negative = inhibition, usual class: inhibitors; further: potency means the concentration at half of the fitted maximal effect; nearly all actives have a fitted effect of over 70% in size; inactives centre near 23
Target sequence (P83916 whole entry, looked up): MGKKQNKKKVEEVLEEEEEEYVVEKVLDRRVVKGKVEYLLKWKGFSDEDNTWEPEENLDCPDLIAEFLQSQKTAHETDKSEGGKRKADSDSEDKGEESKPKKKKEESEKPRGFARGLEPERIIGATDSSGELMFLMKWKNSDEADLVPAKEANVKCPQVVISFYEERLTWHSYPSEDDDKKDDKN
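Compound inhibition of the preformed complex between 50 nM HP1-beta and 50 nM biotinylated H3K9me3 peptide was read by AlphaScreen. Buffer was PBS pH 7.4 with 0.01% Tween-20. Incubations ran 30 min at room temperature, with 10 ug/mL donor/acceptor beads.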
GLS inhibitor: glutaminase GLS (human) inhibition. AID 624170. Potency, µM (highest dose often 45.5 µM), for the others: at the highest dose activity change, negative = inhibition, hits mostly inhibitors. 0.21% of 410,000 active. O94925. GLS enzymatic activity, qHTS titration; further: potency means the concentration at half of the fitted maximal effect; on the % scale 0 is the no-effect control and ±100 the full control effect
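hKGA in 45 mM KH2PO4 (pH 8.2), 0.02% Tween-20 with compound, then 1mM L-Glutamine (stock as added) plus glutamate oxidase/HRP/Amplex red coupling mix. Fluorescence read initially and after 30 min at RT; signal change reflects glutamate formation.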
JMJD2A Tudor inh: blocks the human JMJD2A Tudor domain | 4.4% of 390,000 active | O75164 | Potency, µM (series often up to 114 µM), inactives show top-dose activity change, negative = inhibition, usual class: inhibitors | AlphaScreen JMJD2A-Tudor / H3K4me3 peptide binding; further: potency means the concentration at half of the fitted maximal effect; on the % scale 0 is the no-effect control and ±100 the full control effect; nearly all actives have a fitted effect of over 50% in size
PGK inhibitor: T. brucei PGK inhibition; 0.043% of 380,000 active; Potency, µM (series often up to 57.5 µM), inactives show at the highest dose activity change, negative = inhibition, usual class: inhibitors; PGK/GAPDH coupled, Kinase-Glo luminescence, 60 min; AID 602233; P07378; further: potency means the concentration at half of the fitted maximal effect; on the % scale 0 is the no-effect control and ±100 the full control effect; nearly all actives have a fitted effect of over 60% in size
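Luminescent ATP detection (Kinase-Glo Plus) follows a 60-minute room-temperature incubation, with wells lacking PGK as controls. Buffer: 100 mM TEA (pH 7.6), 5 mM MgCl2, 0.01% Tween-20. Coupling enzyme GAPDH (100 nM final) supplies unstable 1,3-BPG in-well.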
G9a inh: inhibitors of human histone lysine methyltransferase G9a; Q96KQ7; G9a H3K9 monomethylation, AlphaScreen, 2 h; Potency, µM (top dose mostly 102 µM), without a hit: at the highest dose activity, negative = inhibition, hits mostly inhibitors; AID 504332; 8.8% of 350,000 active; further: potency means the concentration at half of the fitted maximal effect; on the % scale 0 is the no-effect control and ±100 the full control effect; nearly all actives have a fitted effect of over 75% in size
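Chemiluminescent proximity detection of H3K9 monomethylation, read after 10 min bead incubation in the dark. Reaction: 20 nM G9a, 500 nM biotin-H3K9 peptide, 20 uM SAM cofactor, 2 h, room temperature, following 15 min enzyme-compound preincubation.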
Pin1 inh: inhibitors of human Pin1. Q13526. Pin1 FP peptide displacement, HiFluor488, 10 min. Potency, µM (series often up to 115 µM), without a hit: top-dose activity, negative = inhibition, actives largely listed as inhibitors. 0.009% of 390,000 active. AID 504891; active means well fitted inhibition curve with a large enough effect in the polarisation, with a control signal flat, not every such curve was filed as active; inconclusive means small, poorly fitted or top-dose-only effect, or effect the other way, or a change in a side signal; inactive means no such curve, though single readings can be large or run the other way; the % refers to the polarisation; further: potency means the concentration at half of the fitted maximal effect; on the % scale 0 is the no-effect control and ±100 the full control effect
Target sequence (Q13526 whole entry, looked up): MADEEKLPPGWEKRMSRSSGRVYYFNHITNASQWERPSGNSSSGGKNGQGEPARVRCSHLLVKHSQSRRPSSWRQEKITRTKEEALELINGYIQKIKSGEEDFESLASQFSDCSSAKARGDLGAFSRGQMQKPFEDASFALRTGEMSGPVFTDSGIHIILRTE
Pol eta inh: inhibitors of human DNA polymerase eta | Q9Y253 | recombinant Pol eta, fluorescent DNA replication assay | Potency, µM (series often up to 114 µM), without a hit: top-dose activity change, negative = inhibition, most hits filed as inhibitors | 1.2% of 390,000 active; further: potency means the concentration at half of the fitted maximal effect; on the % scale 0 is the no-effect control and ±100 the full control effect
Target sequence (Q9Y253 whole entry, looked up): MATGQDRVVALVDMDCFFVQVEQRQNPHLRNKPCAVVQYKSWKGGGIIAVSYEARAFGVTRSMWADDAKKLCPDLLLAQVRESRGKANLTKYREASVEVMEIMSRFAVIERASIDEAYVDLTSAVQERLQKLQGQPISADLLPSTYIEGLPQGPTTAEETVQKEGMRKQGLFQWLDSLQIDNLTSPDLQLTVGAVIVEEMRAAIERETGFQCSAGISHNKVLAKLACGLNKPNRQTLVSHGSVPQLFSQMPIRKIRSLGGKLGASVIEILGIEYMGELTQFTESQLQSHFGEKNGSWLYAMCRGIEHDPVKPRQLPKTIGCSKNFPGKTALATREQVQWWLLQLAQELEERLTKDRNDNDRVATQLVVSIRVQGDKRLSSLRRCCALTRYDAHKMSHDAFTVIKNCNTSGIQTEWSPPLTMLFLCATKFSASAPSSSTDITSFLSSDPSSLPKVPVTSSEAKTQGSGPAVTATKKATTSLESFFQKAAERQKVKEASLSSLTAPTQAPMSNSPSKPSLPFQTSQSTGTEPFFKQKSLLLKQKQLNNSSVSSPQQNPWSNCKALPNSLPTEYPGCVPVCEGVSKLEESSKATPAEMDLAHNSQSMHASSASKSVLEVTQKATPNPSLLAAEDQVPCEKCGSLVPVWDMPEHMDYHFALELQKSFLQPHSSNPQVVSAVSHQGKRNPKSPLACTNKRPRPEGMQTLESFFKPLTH
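Fluorescent replication assay: 50 nM final substrate added after a 15 min room-temperature compound preincubation with 10 nM enzyme. Signal taken at 0 min and again at 10 min.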
BAZ2B inh: inhibitors of human BAZ2B bromodomain | Q9UIF8 | AlphaScreen BAZ2B-H3K14Ac peptide displacement | Potency, µM (doses to about 114 µM), inactives show at the highest dose activity change, negative = inhibition, actives largely listed as inhibitors | 4.4% of 360,000 active | AID 504333; further: potency means the concentration at half of the fitted maximal effect; on the % scale 0 is the no-effect control and ±100 the full control effect; nearly all actives have a fitted effect of over 60% in size
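AlphaScreen displacement: compounds (up to 110uM) incubated 30 min at room temperature with a preformed 50 nM BAZ2B/50 nM biotinylated H3K14Ac peptide complex in PBS pH 7.4 with Tween-20. Donor and acceptor beads at 10 ug/mL final added, 20 min light-protected before reading.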
The depositor's hits bear a star; i = inactive; ? = inconclusive; · = no result given; & = joins results of further samples; [ ] = remark or other dose. Unless noted, the call rests on the fitted dose curve; in most records, active means well fitted curve in the direction sought with a large enough effect; inconclusive means small, poorly fitted or top-dose-only effect, or another doubt; inactive means no such curve, though single readings can be large; an effect the other way counts as inactive or inconclusive. An excerpt. The share of hits here may be higher or lower than overall.

A first look:
PI4K2A block	HP1b binding inh	GLS inhibitor	JMJD2A Tudor inh	PGK inhibitor	G9a inh	Pin1 inh	Molecule	Pol eta inh	BAZ2B inh
2	75%[activator]	0%	8%	-9%	9%	9%	COCCN=C1Sc2nc3ccc(C)cc3cc2CN1Cc1cccs1	-23%	20%
6	·	1%	·	0%	·	·	C[C@@H]1CN([C@H](C)CO)S(=O)(=O)c2ccc(Br)cc2O[C@H]1CN(C)C(=O)C1CC1	-4%	·
-5	15%	6%	-19%	-4%	11%	-10%	Cc1coc(C)c1C(=O)Nc1ccc2ccccc2c1	-12%	-19%
-4	116%[activator]	3%	35%	i	48%[59 µM]	12%	CCN(CC)c1cc(C)c2cc(NC(=O)c3cccc(OC)c3OC)ccc2n1	-21%	33%

Main list, repeating the preview:
PI4K2A block	HP1b binding inh	GLS inhibitor	JMJD2A Tudor inh	PGK inhibitor	G9a inh	Pin1 inh	Molecule	Pol eta inh	BAZ2B inh
2	75%[activator]	0%	8%	-9%	9%	9%	COCCN=C1Sc2nc3ccc(C)cc3cc2CN1Cc1cccs1	-23%	20%
6	·	1%	·	0%	·	·	C[C@@H]1CN([C@H](C)CO)S(=O)(=O)c2ccc(Br)cc2O[C@H]1CN(C)C(=O)C1CC1	-4%	·
-5	15%	6%	-19%	-4%	11%	-10%	Cc1coc(C)c1C(=O)Nc1ccc2ccccc2c1	-12%	-19%
-4	116%[activator]	3%	35%	i	48%[59 µM]	12%	CCN(CC)c1cc(C)c2cc(NC(=O)c3cccc(OC)c3OC)ccc2n1	-21%	33%
2	1%	3%	-23%	4%	?	0%	Cc1ccc(S(=O)(=O)N2CCC(C(=O)OCC(=O)NC3(C#N)CCCCC3)CC2)cc1C	-17%	12%
0	42%[activator]	4%	-14%	-4%	?	-1%	COc1ccc(Nc2ncnc3sc(C)cc23)c(OC)c1	-26%	-27%
-2&0&-3&-3&2&-3&5	92%&35%&27%&15%&47%[activator]	-3%&0%&5%&1%&-8%	-9%&-5%&-2%&-20%&-1%	-3%&2%&-3%&-6%	66%[59 µM]	0%&-10%&4%&-7%&-3%	COCCCC/C(=N\OCCN)c1ccc(C(F)(F)F)cc1	-13%	-2%&0%&-14%&-18%
-3	23%	3%	-13%	-10%	?	0%	CCOC(=O)c1cc2c(=O)n3ccccc3nc2n(CCCOC)c1=NC(=O)c1c(-c2c(F)cccc2Cl)noc1C	-2%	9%
2	6%	14%	-28%	-11%	11µM*	20%	O=C(O)/C=C/c1nc(-c2ccccc2)n2ccccc12	?	45µM*
-4	31%	-7%	-13%	i	-3%	0%	Cc1ccc2c(c1)Oc1ccc(NC(=O)CCl)cc1C(=O)N2	79µM*	-16%
-1	37%	-9%	-8%	9%	?	·	O=C(COC(=O)CNC(=O)c1ccco1)Nc1ncc(Cl)cc1Cl	?	-2%
-9	54%[activator]	3%	-15%	-11%	?	-15%	Clc1ccc2c(c1)[C@H]1OCC[C@H]1[C@@H](c1ccco1)N2	-17%	0%
-3	41%[activator]	5%	5%	1%	7%[12.7 µM]	3%	COc1ccccc1C(=O)COC(=O)c1cccc(-n2cnnn2)c1	-4%	-13%
3	53%[activator]	-10%	26%	i	-3%	4%	O=C(NC(=S)Nc1ccccc1Br)C1CCCC1	-12%	2%
-23	22%[57 µM]	-2%	-9%[57.1 µM]	-7%	35µM*	-24%&-9%	CC1CCN(C(=O)CSc2nnc(Cc3cc(=O)[nH]c(=O)[nH]3)n2-c2ccc(Cl)cc2)CC1	-15%	-4%
-8	27%	6%	5%	1%	-2%[59 µM]	1%	CCNC(=O)CN(CCc1ccccc1)S(C)(=O)=O	-17%	4%
0	29%	10%	-6%	9%	-8%	-8%	CC(=O)N1CCN(S(=O)(=O)c2cccc(C(=O)Nc3cc(C(F)(F)F)ccc3N3CCOCC3)c2)CC1	-10%	-6%
-2	44%[activator]	-7%	-17%	0%	·	12%	CC(C)(C)OC(=O)N(CCc1ccccc1)Cc1ccc(OCc2cccc(NC(=O)/C=C/c3ccccc3)c2)cc1	-11%	·
-1	6%	1%	-9%	-9%	40µM*	6%	O=C1[C@H]2[C@@H](C(=O)N1c1cccc3ccccc13)C1(C(=O)c3ccccc3C1=O)N1CCC[C@@H]21	-12%	?
-1	·	0%	·	4%	·	·	CCCCN1C[C@H](c2ccc(OC)cc2)[C@@H](CC(=O)Nc2ccc(OC)cc2)C1=O	-19%	·
0	60%[activator]	-9%	-6%	-4%	24%	-3%	CCNC(=O)COC(=O)CCC(=O)c1ccc(F)cc1	-11%	-18%
1	27%	-2%	-1%	5%	-10%	15%	CC(=O)Nc1ccc(NC(=O)CSc2nnc(NC(=O)C3CC(=O)N(c4ccc(F)cc4)C3)s2)cc1 (stereo not given)	4%	-14%
2	12%	3%	-8%	i	·	-1%	CCSc1cnnc2ccccc12	-5%	·
-3	14%	-9%	12%	i	?	1%	CCCCCCOC(=O)c1ccc(NC(=O)c2cc(OC)c(OC)c(OC)c2Br)cc1	-25%	27%
-10	8%	0%	-9%	-3%	20%[12.7 µM]	9%	O=C(CN1C(=O)CSc2ncccc21)Nc1cccc(Cl)c1	-22%	-34%
?	?	1%	56µM*	?	?	·	O=c1nc2s/c(=C\c3ccco3)c(=O)n2nc1Cc1ccc(F)cc1	7.1µM*	22µM*
4	80%[activator]	7%	9%	-8%	54%[activator][59 µM]	6%	CCN1C(=O)c2cccc3c(S(=O)(=O)N(C(=O)c4cccnc4)c4ccc(OC)cc4)ccc1c23	-17%	13%
-4	60%[activator]	-6%	-10%	0%	21%	-9%	CC(C)(C)c1ccc(/C=C/C(=O)O)s1	-4%	1%
-4	32%[activator]	2%	?	-5%	-3%[59 µM]	?	CCN(CC)C(=O)C(C)OC(=O)COc1ccc(Cl)cc1C (stereo not given)	4%	5%
-2	46%[activator]	4%	-24%	0%	10%[59 µM]	0%	COc1ccccc1-c1noc(-c2ccc(NCc3ccccc3)c([N+](=O)[O-])c2)n1	-2%	-5%
1	7%	12%	-24%	-7%	·	-9%	O=C(CN1CCCC1)N1c2ccccc2Sc2ccc(Cl)cc21	-14%	-32%
3	20%	-2%	-8%	3%	17%[59 µM]	-12%	CC(C)CCNC(=O)C1CCC(Cn2c(=O)c3sccc3n(CC(=O)NC(C)C)c2=O)CC1 (stereo not given)	-17%	1%
-2	-4%	-14%	?	-8%	-1%	2%	CCCOc1ccccc1N/C(N)=N/c1nc(C)cc(C)n1	-8%	-19%
-2	13%	8%	-23%	5%	-38%	4%	O=[N+]([O-])c1ccc(-c2nnc(CNC3CCCC3)o2)cc1	-14%	?
-8	13%	17%	-24%	-7%	-4%[59 µM]	-1%	Cc1ccc(-c2cc(NC(=O)CSc3n[nH]c(N)n3)n(-c3ccccc3)n2)cc1	-7%	-8%
-5	69%[activator]	4%	32%	8%	48%	?	O=C(CCSc1ccccc1)NC(=O)COC(=O)C1CCCCC1	-8%	·
3	13%	-1%	-15%	-1%	·	-19%	CC1CN(S(=O)(=O)c2ccc(C(=O)Nc3nncs3)cc2)CC(C)O1 (stereo not given)	-10%	·
0	76%[activator]	-9%	-13%	2%	-6%	0%	COc1ccc(NC(=O)COC(=O)CCCC2=NS(=O)(=O)c3ccccc3N2)cc1	-9%	-3%
-2	13%	1%	-11%	-2%	2%[59 µM]	2%	CCn1cc(CNC(=O)c2cccc([N+](=O)[O-])c2)cn1	-17%	-17%
-3	188%[activator]	2%	85%[activator]	-2%	93%[activator][59 µM]	-9%	CCc1cc(C(=O)OC)c(NC(=O)c2cc(Br)cs2)s1	-11%	48%[activator]
-3	55%[activator]	?	7%	i	?	-13%	CCOC(=O)C1=C(N)OC(CCl)=C(C#N)C1c1ccsc1 (stereo not given)	-11%	9%
6	29%	11%	10%	-2%	·	-1%	COc1ccc(S(=O)(=O)Nc2c(C)nn(C)c2C)cc1Br	-5%	·
-4	37%	-3%	-11%	0%	?	6%	Cc1cc(C)[n+](-c2ccc(C(C)C)cc2)c2[nH]c(=O)[nH]c(=O)c12	-21%	-1%
-10	42%[activator]	-3%	45µM*	-7%	56µM*	7%	COCCn1nnnc1C(c1ccc(Cl)cc1)N1CCN(C(=O)c2ccco2)CC1 (stereo not given)	-28%	-2%
3	-19%	-7%	?	-2%	·	-9%	CCN(CC)S(=O)(=O)c1ccc(OC)c(NC(=O)c2cccc([N+](=O)[O-])c2C)c1	-13%	·
-7	47%[activator]	-1%	-1%	-1%	25%[59 µM]	12%	Cc1ccc(Nc2nc(=O)c3cc([N+](=O)[O-])ccc3s2)cc1	-5%	1%
3	47%[activator]	1%	-7%	-3%	-17%	-9%	CCC(C)NC(=O)CC(c1ccccc1)c1cc(C)ccc1O (stereo not given)	-10%	-13%
2	23%	7%	5%	-2%	13%[59 µM]	2%	COC(=O)C1C(=O)NCC1c1ccccc1 (stereo not given)	8%	4%
-1	-4%	4%	-29%	3%	-28%[59 µM]	0%	CCC(CC)C(=O)Nc1cccc(-c2nc3cccnc3s2)c1C	-17%	-33%
4	40%	-1%	0%	-4%	-21%	-15%	Cc1ccc(C(=O)NNC(=O)Cn2nnc3ccccc32)cc1	-16%	-8%
-3	18%	-4%	-20%	-7%	1%[59 µM]	-4%	O=C1CC2(CCCCC2)Oc2ccc(O)cc21	4%	9%
11	5%	5%	1%[57.1 µM]	-10%	1%	10%	CC1CCCC(C)N1C(=O)Cn1cnc2cc([N+](=O)[O-])ccc2c1=O (stereo not given)	-15%	-11%
